# Assay outcomes: PubChem, National Center for Advancing Translational Sciences (NCATS)
# Pol beta inh = inhibitors of human DNA polymerase beta. P06746. Pol beta primer extension/strand displacement, fluorescence kinetic. Potency, µM (doses to about 114 µM), for inactives: top-dose activity change, negative = inhibition, hits mostly inhibitors. 340,000 tested, 1.3% active; also: potency is read from the fitted curve at half-maximal effect; % is scaled to controls: 0 for no effect and ±100 for the full control effect
#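 10 nM enzyme + cpd, 15 min RT; start with substrate 50 nM final; read 0 min and after 10 min RT. Corrected, normalized data; 4-parameter Hill curve fit.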
# APE1 inh = APE1 (human) endonuclease inhibition; P27695; recombinant APE1, TAMRA/BHQ-2 abasic DNA cleavage fluorescence; Potency, µM (highest dose often 65.8 µM), inactives show top-dose activity change, negative = inhibition, most hits filed as inhibitors; 350,000 tested, 0.35% active;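 also: potency is read from the fitted curve at half-maximal effect; plate controls were vehicle for no effect and reference inhibitor for full effect; nearly all actives have a fitted effect of over 55% in size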
#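 Endonuclease cleavage of a quenched abasic-site DNA duplex (50 nM) by APE1 (0.75 nM) was tracked by TAMRA dequenching. Compounds were preincubated with enzyme 15 min at room temperature; data normalized to buffer-only and DMSO wells plus NSC13755 control.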
# RGS4 inh = blocks human RGS4-accelerated GTP hydrolysis. P49798. Transcreener GDP fluorescence polarization, RGS4-accelerated GTP hydrolysis. Potency, µM (series often up to 114 µM), for the others: at the top dose activity change, negative = inhibition, most hits filed as inhibitors. 390,000 tested, 0.039% active. AID 504845; also: potency is read from the fitted curve at half-maximal effect; % is scaled to controls: 0 for no effect and ±100 for the full control effect; nearly all actives have a fitted effect of over 75% in size; some results filed as inactive show a strong effect at the top dose
# Target sequence (P49798 whole entry, looked up): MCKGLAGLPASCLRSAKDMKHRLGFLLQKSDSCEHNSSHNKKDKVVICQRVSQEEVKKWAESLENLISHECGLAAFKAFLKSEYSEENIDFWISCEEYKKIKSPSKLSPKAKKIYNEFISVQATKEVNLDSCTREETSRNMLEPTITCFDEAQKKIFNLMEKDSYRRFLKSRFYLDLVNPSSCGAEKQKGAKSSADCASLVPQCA
#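 MLSMR compounds (23 nl, pin-transferred) preincubated 10 min at room temperature with a 500nM (2x) first reagent, then RGS4 at 900nM (2x) plus Transcreener GDP mix added; fluorescence polarization (620/688 nm) read before and after 90 min at 30 °C.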
# ERG Ets-DNA blk = ERG Ets/DNA interaction inhibition. P11308. fluorescence polarization, His-ERG Ets domain / labelled DNA. Potency, µM (series often up to 76.9 µM), for inactives: at the highest dose FP activity, negative = inhibition, hits mostly inhibitors. 370,000 tested, 0.028% active. AID 624246; active = well fitted inhibition curve with a large enough effect in the polarisation, with a control signal flat; inconclusive = small, poorly fitted or top-dose-only effect, or effect the other way, or a change in a side signal; inactive = no such curve, though single readings can be large or run the other way; the % refers to the polarisation;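 also: polarization taken with two DNA probes labelled with fluorescein and Texas red; potency is read from the fitted curve at half-maximal effect; % of control where 0% means no effect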
#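 His-tagged ERG Ets domain (1 uM in the protein solution; 300mM KCl, 50mM Tris-HCl, 1mM EDTA, 1mM DTT, pH 7.5) received compound, then a probe mix of 5 nM fluorescein-DNA and 100nM Texas-615-DNA. Fluorescence polarization was read for both dyes.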
# LDHA inh = LDHA (human) enzyme inhibition; purified LDHA, NADH/diaphorase-resazurin fluorescence; hits give low values; P00338; 480,000 tested, 0.15% active; activity change, % (values are at about 110 or 230 µM); in the data active = activity change below about -30%; inconclusive = mostly about -25% to -30%;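 also: plate controls were DMSO wells for no effect and wells without enzyme for full effect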
#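 Enzyme activity of human lactate dehydrogenase 5 (2 nM; 0.06 mM NADH, 0.2 mM pyruvate, 5 min, RT) is measured via a resazurin/diaphorase fluorescence readout of residual NADH.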
# POLH inh = blocks human DNA polymerase eta activity; Q9Y253; recombinant Pol eta, fluorescent DNA replication assay; Potency, µM (doses to about 114 µM), inactives show top-dose activity change, negative = inhibition, most hits filed as inhibitors; 390,000 tested, 1.2% active; AID 588591; also: potency is read from the fitted curve at half-maximal effect; % is scaled to controls: 0 for no effect and ±100 for the full control effect
#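 Pol eta (10 nM) was preincubated with compounds for 15 min at room temperature, after which fluorescent replication substrate (50 nM final) was added to start the reaction. Fluorescence was read kinetically at 0 and 10 min.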
# Pol kappa inh = blocks human DNA polymerase kappa activity | Potency, µM (top dose mostly 107 µM), for the others: at the highest dose activity, negative = inhibition, most hits filed as inhibitors | purified Pol kappa, fluorescent DNA synthesis assay, 10 min | 400,000 tested, 0.53% active; also: potency is read from the fitted curve at half-maximal effect; % is scaled to controls: 0 for no effect and ±100 for the full control effect
#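 Kinetic fluorescence readout at 0 and 10 min followed reaction start with substrate at 50 nM final. Beforehand, enzyme (10 nM Pol kappa) stood 15 min with compound at room temperature; buffer-only wells were negative controls.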
# Anesthetic bind = candidate novel general anesthetic via apoferritin binding; apoferritin/1-aminoanthracene competitive binding, fluorescence; Potency, µM (titrated, usually from 77.5 µM), for the others: at the top dose activity change, negative = displacement, actives largely listed as inhibitors; 350,000 tested, 0.074% active; P02791; also: potency is read from the fitted curve at half-maximal effect; % is scaled to controls: 0 for no effect and ±100 for the full control effect; nearly all actives have a fitted effect of over 20% in size
# Target sequence (P02791 2-175 limits assumed): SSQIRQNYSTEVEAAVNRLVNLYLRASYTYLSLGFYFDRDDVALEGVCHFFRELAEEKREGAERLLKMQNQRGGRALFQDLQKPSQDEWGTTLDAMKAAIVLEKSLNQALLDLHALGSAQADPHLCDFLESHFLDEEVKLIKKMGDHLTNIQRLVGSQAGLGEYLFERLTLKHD
#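 Probe: 1-aminoanthracene (50% saturated, PBS). Protein: horse-spleen apoferritin, 10 uM. Incubation: 10 min, room temperature. Detection: 380 nm excitation, 535 nm emission. Analysis: normalized response, four-parameter Hill.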
# ALOX12 inh = blocks human arachidonate 12S-lipoxygenase; purified 12hLO, xylenol orange hydroperoxide absorbance; P18054; 580,000 tested, 1.1% active; Potency, µM (series often up to 108 µM), for inactives: top-dose activity change, negative = inhibition, hits mostly inhibitors; also: potency is read from the fitted curve at half-maximal effect; % is scaled to controls: 0 for no effect and ±100 for the full control effect
# Target sequence (P18054 whole entry, looked up): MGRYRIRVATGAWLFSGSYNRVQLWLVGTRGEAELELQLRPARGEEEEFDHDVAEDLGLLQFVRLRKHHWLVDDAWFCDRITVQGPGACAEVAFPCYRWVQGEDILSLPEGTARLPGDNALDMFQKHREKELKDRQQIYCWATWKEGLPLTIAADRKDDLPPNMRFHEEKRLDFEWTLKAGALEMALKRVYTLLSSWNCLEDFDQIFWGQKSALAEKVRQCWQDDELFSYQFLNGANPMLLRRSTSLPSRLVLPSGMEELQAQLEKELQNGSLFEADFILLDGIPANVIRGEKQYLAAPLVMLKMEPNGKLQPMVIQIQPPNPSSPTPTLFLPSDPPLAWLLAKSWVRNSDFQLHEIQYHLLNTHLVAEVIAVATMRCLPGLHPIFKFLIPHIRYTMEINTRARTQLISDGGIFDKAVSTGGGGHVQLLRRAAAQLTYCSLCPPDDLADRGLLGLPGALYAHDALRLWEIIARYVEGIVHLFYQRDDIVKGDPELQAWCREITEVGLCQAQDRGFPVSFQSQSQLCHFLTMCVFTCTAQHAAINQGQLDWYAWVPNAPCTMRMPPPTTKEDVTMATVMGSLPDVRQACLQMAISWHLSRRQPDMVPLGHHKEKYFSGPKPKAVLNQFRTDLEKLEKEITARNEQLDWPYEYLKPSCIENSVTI
#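 Purified human 12hLO at 150 nM in 25 mM Hepes, 0.01% Triton X-100, pH 7.0, preincubated 15 min at room temperature with compound. Reaction started with 40 uM arachidonic acid, 30 min at room temperature. Hydroperoxide measured by Fe-xylenol orange, 573/405 nm absorbance ratio.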
# Numbers without * were called inactive; ? = inconclusive; nt = not tested or not shown; & = joins results of further samples; [ ] = another dose, or the depositor's remark. Unless noted, calls follow the shape of the dose curve; as a rule, active = well fitted curve in the direction sought with a large enough effect; inconclusive = small, poorly fitted or top-dose-only effect, or another doubt; inactive = no such curve, though single readings can be large; an effect the other way counts as inactive or inconclusive.
SMILES,Pol beta inh,APE1 inh,RGS4 inh,ERG Ets-DNA blk,LDHA inh,POLH inh,Pol kappa inh,Anesthetic bind,ALOX12 inh
COc1ccc(S(=O)(=O)N2CCSC2C)cc1C (centres undefined),-22%,47%[activator],3%,3%,1,-12%,12%,?,16%
CC(C)(C)NC(=O)C(c1ccc(-c2ccccc2)cc1)N(C[C@H]1CC[C@@H]([C@@H]2CC[C@H](CO)O2)O1)C(=O)c1cccc(Cl)c1 (some centres undefined),nt,-22%,-1%,-1%,4,-19%,0%,nt,1%
CC1(c2ccccc2)NC(=O)N(CC(=O)Nc2cc3c(cc2Br)OCCO3)C1=O (centres undefined),nt,1%,0%,5%,-7,-10%,-12%,nt,16%
COC(=O)c1ccc(COC(=O)CNC(=O)c2ccc(-c3ccccc3)cc2)cc1,17%,3%,4%,-5%,-5,-14%,-4%[60.1 µM],1%,-12%
COc1ccc(CCNC(=O)C(NC(=O)OCc2ccccc2)C(C)C)cc1OC (centres undefined),16%,?,-4%,16%,-2,-8%,-13%,-2%,375%[activator]
O=C(Cc1cccs1)NCc1cccc(C(F)(F)F)c1,15%,-21%,-13%,11%,-17,-12%,-7%,-6%,1%
CC(C)(C)CN1CCC(n2nccc2NC(=O)c2ccccc2Cl)CC1,37%,-3%,4%,-2%,0,-11%,3%,-7%,?
COCCNC(C(=O)Nc1cc(Cl)cc(Cl)c1)c1ccccc1 (centres undefined),22%,-5%,-5%,-2%,-5,-18%,-5%,-11%,1%
COc1ccc(OCCSc2nnc(CC(=O)Nc3cccc(Cl)c3Cl)n2C)cc1,-13%,20%,-24%,8%,-9,-14%,-3%,-22%,?
CCCn1cc(CN2CCC(n3nccc3NC(=O)CCOc3ccccc3)CC2)c(C)n1,?,15%,-7%[56.9 µM],-3%,-2,-16%,0%,-13%,-7%
COc1cccc(N2C(=O)N(Cc3ccc(C#N)cc3)c3ccccc3S2(=O)=O)c1,14%,nt,3%,-4%,-7,-19%,-6%[60.1 µM],1%,-24%
O=C(O)CCNC(=S)Nc1cccc(F)c1,0%,2%,15%,2%,-7,6%,-12%,5%,?
CCc1ccc(C2C(C#N)=C(N)SC(N)=C2C#N)cc1,-2%,0%,?,nt,12,-12%,-11%,?,?
Cc1cccc(NCc2nnc3n2CCCCC3)c1C,3%,nt,13%,-4%,1,-11%,-6%[60.1 µM],5%,-13%
COC1CCCN(C(=O)c2ccc(OC3CCN(CCc4ccccc4)CC3)cc2)C1 (centres undefined),14%,-9%,19%,4%,-3,2%,-18%,-13%,-14%
COC(=O)c1[nH]c2ccc(F)cc2c1NS(=O)(=O)c1ccc(OC)cc1,-3%,9%,-2%,-5%,-11,-9%,-10%,-12%,-10%
Cn1c2c(c(=O)n(C)c1=O)C(c1cccc([N+](=O)[O-])c1)Nc1ccccc1O2 (centres undefined),18%,-1%,-21%,0%,-3,-9%,-8%,-19%,0%
O=C(Cn1cc([N+](=O)[O-])ccc1=O)NC1CCCCC1,nt,7%,31%,0%,-11,4%,-7%,nt,186%[activator]
Cc1ccc(/C=C(\NC(=O)c2ccccc2)C(=O)OCc2ccccc2)cc1,?,-1%,-27%,0%,-6,-13%,-11%,-9%,10%
O=C(Cc1ccccc1)Nc1nccs1,2%,2%,7%,-2%,-1,-14%,-2%,-1%,0%
Cc1ccc2c(c1)c1nnc(SCC(=O)Nc3ccccc3C(F)(F)F)nc1n2CC(=O)O,2%,3%,-30%,6%,0,-8%,7%,-8%,?
N#Cc1c(N2CCOCC2)nc(N2CCCCC2)c2c1CCN(C1CCCCC1)C2,11%,13%,-15%,2%,-1,-9%,-2%,2%,nt
CCOC(=O)c1c(S(=O)(=O)NCC(=O)N2CCN(c3cc(C)ccc3C)CC2)c(C)n(C)c1C,25%,nt,31%,2%,-5,-2%,-10%[60.1 µM],-3%,-17%
CCC(=O)NCCN1CCN(C(=O)CC)CC1,5%,13%,-15%,-3%,-4,-11%,6%,1%,-12%
C/C(=N\NC(N)=O)c1ccccc1,-1%,-6%,5%,-2%,-2,-3%,-11%,-5%,13%
# Going on with the list:
SMILES,Pol beta inh,APE1 inh,RGS4 inh,ERG Ets-DNA blk,LDHA inh,POLH inh,Pol kappa inh,Anesthetic bind,ALOX12 inh
O=C(O)CCCN1C(=O)C2C3CC(C2C1=O)C1C(c2ccccc2)c2sc(=O)[nH]c2SC31 (centres undefined),-26%,-2%,-3%,0%,-2,-12%,6%,0%,-12%
Cc1ccc(C)c(OCC(=O)NCC2COc3ccccc3O2)c1 (centres undefined),nt,13%,-14%,-2%,-2,-17%,4%,nt,0%
COc1ccc(Cl)cc1N(CC(=O)NCC(C)C)S(=O)(=O)c1ccc(C)c([N+](=O)[O-])c1,-25%,0%,-16%,-13%,-2,-13%,-7%,-2%,-13%
C/C(=N/NC(=O)CN1CCN(S(=O)(=O)c2ccc(Br)cc2)CC1)c1ccncc1,0%,-3%,7%,-4%,-1,-4%,2%,-6%,2%
Cc1ccc(N=CC=C2OC(C)(C)C(C)(C)O2)c(C)c1,13%,-6%,-4%,2%,5,-5%,-9%,-8%,-24%
Cc1ccnc2nc(C(=O)NCc3cccs3)nn12,-2%,9%,-16%,-6%,2,-18%,-8%,7%,-1%
CSc1nsc(SCC(=O)Nc2ccc3c(c2)OCCO3)n1,7%,-1%,5%,0%,-4,-4%,-12%,-8%,0%
Cc1nc(C)n(CC(=O)N2CCCC(C(=O)c3ccc(C(F)(F)F)cc3)C2)n1 (centres undefined),1%,-1%,3%,-3%,-2,-22%,-2%,-5%,-12%
C=CCNc1nc(NCCO)nc(N2CCCC2)n1,?,-6%,8%,3%,-12,-5%,-1%,3%,?
CCOC(=O)N1CCC(NC(=O)CS(=O)(=O)Cc2nc(-c3ccc(C)cc3)oc2C)CC1,44%,-2%,-13%,-18%,-2,-11%,10%,-4%,41%[activator]
COc1cccc(C2/C(=C(\O)c3ccc(OC)c(OC)c3)C(=O)C(=O)N2c2cc(C)on2)c1 (centres undefined),-24%,10%,13%,-5%,-3,0%,1%,-10%,?
CCSc1nc2ccccc2n1C(=O)/C=C/c1ccc(OC)c(OC)c1,33%,20%,-33%,6%,1,?,-3%,-7%,0%
O=C(CC(=O)NCc1ccc(Cl)cc1)NCc1ccccc1,8%,2%,-2%,0%,-2,-15%,-5%,-3%,29%
Cn1c(N)c(C(=O)CSc2nn(-c3ccc(F)cc3)c(=S)s2)c(=O)n(C)c1=O,nt,-16%,-35%,7%,-1,-3%,-11%,nt,-16%
COCCNC(=O)CCCn1c(SCC(=O)NCc2ccc(C)cc2)nc2c(sc3ccccc32)c1=O,-1%,nt,-7%,-3%,-1,1%,3%,-3%,-25%
CCC(=O)N1CCc2cc(CNS(=O)(=O)c3ccc(NC(=O)CC(C)C)cc3)ccc21,2%,nt,1%,1%,-14,-4%,-5%[60.1 µM],?,-38%
CC1CCN(S(=O)(=O)c2nnc(NC(=O)c3cccc(Cl)c3)s2)CC1,2%&10%,23%,-15%&14%,1%&4%,-7&-6,-12%&-1%,-2%&-2%,-6%&53%,14%&-18%
Cc1cccc(C)c1NC(=O)C1CCN(C(=O)c2cccs2)CC1,-25%,51%[activator][12.4 µM],2%,-4%,-2,-6%,-3%,-10%,-2%
COC(=O)CC1COc2ccccc2N1C(=O)c1ccc(C(C)(C)C)cc1 (centres undefined),34%,-9%,-17%,-1%,4,-19%,-14%,-17%,1%
Cc1nc(CNC(=O)c2ccccc2OC2CCN(S(C)(=O)=O)CC2)cs1,45%,1%,9%,-6%,-2,-18%,3%,-3%,219%[activator]
Cc1ccc(CNC(=O)CN2C(=O)COc3ccc(S(=O)(=O)N4CCC(C)CC4)cc32)o1,17%,20%,0%,-6%,1,-7%,8%,-5%,0%
COc1ccc(NC2(c3ccccc3)OC(=O)c3ccccc32)cc1 (centres undefined),-1%,23%,4%,10%,-6,-5%,-3%,-6%,-3%
O=C(CSc1nnc(CNC(=O)c2c(F)cccc2F)o1)NCc1ccccc1Cl,2%,8%,-32%,-5%,-6,-8%,-14%,-7%,-25%
O=C(O)C1Cc2ccccc2CN1S(=O)(=O)c1ccc(Cl)cc1 (centres undefined),?,-1%,23%,-7%,-6,?,-24%,-4%,-5%
COc1ccc(CNC(=O)C(c2cccs2)N(Cc2ccco2)C(=O)Cc2cccs2)cc1 (centres undefined),-2%,0%,2%[11.4 µM],2%,0,?,-21%,4%,-29%
O=C(OCC(=O)N1c2ccccc2Sc2ccccc21)c1cccnc1,-1%,-5%,8%,9%,-1,-5%,-4%,-15%,-6%
Cc1ccc(Cn2c(CCCNC(=O)C3CCCCC3)nc3ccccc32)cc1,1%,nt,0%,1%,3,-9%,-15%,4%,-25%
CN(C)CCN=Cc1c(O)n(Cc2ccc3c(c2)OCO3)c(=O)c2ccccc12,20%,-6%,23%,-5%,-10,3%,-16%,46%[activator],8%
Cc1c(Cl)cccc1NC(=S)Nc1ccccn1,3%,1%,5%,-3%,-6,?,3%,-1%,?

# This is a subset (hit frequency here may not be typical).
